# Screening data from PubChem BioAssay.
# mcGAS RapidFire – blocks mouse cGAS cGAMP production | Q8C6L5 | recombinant mouse cGAS, cGAMP by RapidFire MS | inhibition, % at 12.5 µM | hit rate 0.18% among 130,000;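 active means inhibition of cGAS enzyme activity at or above 60%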;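 further: enzyme stimulated by 45 bp dsDNA with ATP and GTP substrates; cGAMP share of summed cGAMP plus half ATP and half GTP signals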
# Target sequence (Q8C6L5 whole entry, looked up): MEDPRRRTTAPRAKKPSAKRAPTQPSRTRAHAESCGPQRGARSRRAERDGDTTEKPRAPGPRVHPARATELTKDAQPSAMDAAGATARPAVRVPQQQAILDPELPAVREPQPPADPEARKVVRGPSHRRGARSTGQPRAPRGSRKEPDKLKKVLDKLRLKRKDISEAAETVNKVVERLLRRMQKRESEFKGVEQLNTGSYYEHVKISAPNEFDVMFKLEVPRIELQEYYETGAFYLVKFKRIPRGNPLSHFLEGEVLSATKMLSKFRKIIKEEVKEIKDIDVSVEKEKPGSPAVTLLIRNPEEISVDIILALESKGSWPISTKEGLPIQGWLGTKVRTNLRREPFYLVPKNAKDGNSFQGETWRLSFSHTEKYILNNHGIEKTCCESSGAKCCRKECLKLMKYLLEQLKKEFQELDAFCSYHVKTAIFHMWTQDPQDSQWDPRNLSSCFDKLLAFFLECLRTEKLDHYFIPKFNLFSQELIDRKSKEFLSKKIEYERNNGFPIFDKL
# * = called active by the depositor; & = joins results of further samples. The list is partial (hit frequency here may not be typical).
molecule	mcGAS RapidFire
CCN1CCN(C(c2cccc(F)c2)C2Sc3nc(C)nn3C2=O)CC1 (centres undefined)	-7
COc1ccc(/C=C2\Oc3cc(OCCN4CCCCC4CCO)ccc3C2=O)cc1 (centres undefined)	-15
CNc1nnc(SCc2cccc(Br)c2)s1	-14
COC(=O)C(=O)C=C(O)c1ccco1	-8&0
Cc1nn(CC(=O)Nc2sc3c(c2C(N)=O)CCCC3)c(C)c1[N+](=O)[O-]	-5
O=C(CC1C(=O)NCCN1Cc1cccs1)NCCc1cccc(Cl)c1 (centres undefined)	4
CC1=NC2(CCN(C3CCN(C(=O)c4cccs4)CC3)CC2)C(=O)N1	-20
COc1cccc(CC(=O)Nc2nnc(C3CC3)s2)c1	-10
CCCCN(Cn1c(=S)oc2ccccc21)C1CCS(=O)(=O)C1 (centres undefined)	-11
CCCCCn1c(=NC(=O)C=CC=CSC)c(C#N)cc2c(=O)n3cccc(C)c3nc21	-7
CC1CN(C(=O)C2CCN(S(C)(=O)=O)CC2)C(C)CO1 (centres undefined)	-4
CC(C)n1c(-c2ccccc2)csc1=Nc1ccccc1	-5
O=C1CCC2(CCCCC2)c2sccc21	-9
Cc1cc(C)n(CCC(=O)NCc2cn[nH]c2-c2ccc(Cl)cc2)c(=O)n1	-5
O=C(Nc1nc(NS(=O)(=O)c2ccccc2)n[nH]1)C1CC=CCC1 (centres undefined)	-3
O=C(CSc1nnc(NC2CC2)s1)Nc1ccc(N2CCCC2)cc1	0
c1cnc(N2CCN(c3ncnc4c3nc3n4CCCCC3)CC2)nc1	-8
CCc1ccsc1C(=O)Nc1ccc(OC)c(N2CCCC2=O)c1	-13
Cc1c(C)n2c3c(=O)n(C)c(=O)n(C)c3nc2n1C(C)c1ccccc1 (centres undefined)	-5
FC(F)(F)c1cccc(-c2ccn[nH]2)n1	-6
C#CCn1nc(C)c2cnn(-c3ccccc3)c2c1=O	-6
CC1(C(=O)Nc2nc(-c3ccc(F)c(F)c3)cs2)Cc2ccccc2C(=O)O1 (centres undefined)	-7
O=C(c1cnccn1)N1CCOC(COCc2ccc(F)cc2Cl)C1 (centres undefined)	-3
CCCn1cc(NC(=O)C2COc3ccc(Cl)cc3C2)ccc1=O (centres undefined)	-6
CN1CC(=O)N2C[C@@H](NC(=O)CCN3CCCCCC3=O)C[C@H]2C1=O	-24
CC(NC(=O)Cc1ccc(N2CCCC2=O)cc1)c1cccs1 (centres undefined)	3
CCOc1ccc(CN2CCN(Cc3nc4sccc4c(=O)[nH]3)CC2)cc1	-1
O=C(CN1CCCCCCC1=O)Nc1nc2ccccc2[nH]1	-2
Cc1cccc(Cc2nnc(NC(=O)N(C)Cc3cccs3)s2)c1	-11
O=C(Cc1ccccc1O)N1CCC(N2CCCC(C(=O)N3CCCC3)C2)CC1 (centres undefined)	-38
S=C1N[C@H]2CCCC[C@@H]2N1CN1CCCC1	-8
COCCCn1c(-c2cccs2)cn2c3c(=O)n(C)c(=O)n(C)c3nc12	-2
CC1CCN(C(=O)COC(=O)c2n[nH]c3ccccc23)C2CCCCC12 (centres undefined)	-1
CC(C)N1C(C)CC(O)N1C(=O)CC#N (centres undefined)	3
O=C(NCCCN1CCOCC1)c1ccc(Nc2cccc(C(F)(F)F)c2)nc1	-7
CCn1ccc(C(=O)N=c2sc3cccc(F)c3n2CCOC)n1	7
CC1(C)CC(=O)C(=C2CCCN2CC#N)C(=O)C1	-7
Cc1ccc(CC(C)N(C)C(=O)c2nccn3ccnc23)cc1 (centres undefined)	5
Cc1c([N+](=O)[O-])c([N+](=O)[O-])nn1CC(=O)Nc1cc(Oc2cccnc2)cc([N+](=O)[O-])c1	-5
C#CCOc1ccc(C=NN=C(N)c2nonc2N)cc1OC	-5
Cc1ccc(C2(c3noc(CN4CCN(C5CCS(=O)(=O)C5)CC4)n3)CCCC2)cc1 (centres undefined)	8
COc1ccc(C(=O)N2CCC2(C)C(=O)O)cc1C(F)(F)F (centres undefined)	3
Cc1ccc(-c2nc(CN3CCCC3c3nonc3C)c(C)o2)o1 (centres undefined)	-1
Cc1cc2c(cc1C)OC(C(=O)NCc1ccon1)C2 (centres undefined)	0
O=C(NS(=O)(=O)c1ccccc1Br)c1ccc(NC(=O)C2CC2)cc1	-11
O=C(Nc1ccc(F)c(F)c1)c1cc(=O)c(OCc2ccccc2)c[nH]1	-3
Cc1csc(N2CCN(C3CCOC3=O)CC2C)n1 (centres undefined)	-5
C=CCNC(=S)NNc1ccc(S(N)(=O)=O)cc1	-12
O=C(O)c1cc(-c2c(F)cccc2F)nc2cc3c(cc12)OCCO3	1
O=c1[nH]c(=S)[nH]c2c1cnn2Cc1ccccc1	-25
O=S(=O)(NC(c1ccccc1)c1ccncc1)c1ccccc1F (centres undefined)	-29
Cc1ccc(-c2ccc(Nc3ccc(F)c(Cl)c3)nn2)cc1S(N)(=O)=O	2
Cc1nccn1CCC(=O)N1CCCC(C(=O)Nc2ccccc2Oc2cccnc2)C1 (centres undefined)	-5
Cc1cn2c(C=C3N=C(c4cccc(F)c4)OC3=O)c(C)nc2s1	-13
CS(=O)(=O)Nc1ccc([N+](=O)[O-])cc1Oc1ccccc1	-5&6
C=CCN(CC#Cc1ccccc1)Cc1cc(C)[nH]n1	-13
O=C(CSc1ccccn1)N1CCC2(CCCN(CC3CCCCC3)C2)C1 (centres undefined)	0
Cc1ccsc1[C@@H]1CCN(c2nccc(CCC(F)(F)F)n2)C[C@H]1O	11
CCCN(C/C=C/c1ccccc1)C(=O)Cc1nc(C)sc1C	-14
CCOC(=O)N1CCc2c(sc(N)c2-c2nc3ccccc3s2)C1	4

# More records
molecule	mcGAS RapidFire
O=C(c1cn(Cc2ccc(Cl)cc2)nn1)N1CCCCCCC1	-7
CCc1ncn(C)c1NC(=O)CCc1ccc(C)cc1C	-19
COCCNC(=O)C(C)SCc1coc(-c2ccc(Cl)cc2)n1 (centres undefined)	-3
COc1cccc2c1N(CC(=O)Nc1ccc(N3CCCC3)cc1)CCC2	4
CCc1nc2c3ccccc3ncn2n1	-8
O=C(CCc1ccc(S(=O)(=O)N2CCCC2)cc1)NC12CC3CC(CC(C3)C1)C2	-2
CCOC(=O)c1nn(-c2ccccc2C)c(=O)cc1N1CCN(c2cccc(Cl)c2)CC1	-11
CC(=O)c1ccc(NCC(=O)Nc2cc3c(cc2Br)OCCO3)cc1	-11
Cc1ccc(C(=O)Cn2cnc3sccc3c2=O)s1	-2
COc1nn(C)cc1-c1n[nH]c(=S)n1C	-3
Fc1ccc(N=Cc2ccc[nH]2)cc1	-5
O=C(NCCC1CN(Cc2cnc[nH]2)CCO1)Nc1ccccc1 (centres undefined)	-10
Cc1cc(C)cc(N2CCN(c3nc(C)nc4c3CCNC4)CC2=O)c1	6
Cc1ccc2cc(CN3CCn4cccc4C3c3ccccn3)c(=O)[nH]c2c1 (centres undefined)	0
CCC(C(=O)O)n1nnc(-c2ccsc2)n1 (centres undefined)	0

# Reformatted: 4 of the compounds above.
CCOC(=O)c1nn(-c2ccccc2C)c(=O)cc1N1CCN(c2cccc(Cl)c2)CC1
  mcGAS RapidFire: -11
CC(=O)c1ccc(NCC(=O)Nc2cc3c(cc2Br)OCCO3)cc1
  mcGAS RapidFire: -11
Cc1ccc(C(=O)Cn2cnc3sccc3c2=O)s1
  mcGAS RapidFire: -2
COc1nn(C)cc1-c1n[nH]c(=S)n1C
  mcGAS RapidFire: -3

# Later entries
molecule	mcGAS RapidFire
CC(C)CC1NC(=O)c2ccccc2N(CC(=O)NCCCn2ccnc2)C1=O (centres undefined)	-3
CC(=O)C1=C(c2ccc(Br)cc2)N(C(C)=O)n2c(nnc2-c2ccc(C)cc2)S1	-8
Cc1nc(C2CC2)nc2sc(C(=O)Nc3cccc(C#N)c3)c(N)c12	4
CCc1ccc(C2CCCN2C(=O)c2cccc3c2OCC(=O)N3)o1 (centres undefined)	-5
COC(=O)c1ccc(C2CCN(C(=O)CN3C(=O)C(Oc4ccccc4)C3c3ccncc3)CC2)cc1 (centres undefined)	-7
Cc1cc(Oc2cc(Cl)ncn2)ccc1Cl	-1
O=C(CCc1nc(C2CC2)no1)N1CCCC(n2cncn2)C1 (centres undefined)	0
C=C(C)Cn1c(CN2CCOCC2)nc2c1c(=O)n(C)c(=O)n2C	0
COC(=O)c1ccc(CSc2nc3c(cnn3CCO)c(=O)[nH]2)cc1	-11
COc1ccccc1CN1C(=O)C(C)ON=C1c1ccc2c(c1)CCO2 (centres undefined)	0
CCOc1ccccc1C(=O)N1CCC(N)CC1	-2
COCCNC(=O)CSc1nc2[nH]ncc2c(=O)[nH]1	-8
O=C(O)CCc1nnc(SCC(=O)Nc2cccc(F)c2)[nH]c1=O	-5
Cc1c(C(=O)NCc2ccc3c(c2)OCCO3)sc(=O)n1Cc1ccccc1C(F)(F)F	-5
CC(Sc1nnc(-c2cccnc2)o1)C(=O)N1CCOCC1 (centres undefined)	-32
Cn1nnc2c(=O)n(Cc3ccc(C(F)(F)F)cc3)cnc21	-3
COc1ccc(Br)c(NC(=O)NCc2ccco2)c1	-12
CN(Cc1nc2ccc(Cl)cc2[nH]1)C(=O)CC1C(=O)NCCN1Cc1cccc(F)c1 (centres undefined)	-5
CC(C)c1cc(=O)[nH]c(-n2nc(-c3cccs3)cc2NC(=O)CSCc2ccccc2)n1	7
Cc1ccc(CN2C[C@@H](C(=O)O)C[C@H](C(=O)NCc3ccncc3)C2)cc1	-8
Cn1c(C(=O)N(C/C=C/c2ccccc2)CCO)cc2ccccc21	-14
CNS(=O)(=O)c1ccc(CN(Cc2ccsc2)Cc2ccco2)cc1	-10
O=C(CCn1c(=O)[nH]c(=O)c2ccccc21)Nc1ccccc1	-10
CN1CC2(CCCN(C(=O)c3cnc4c(c3)nnn4C)CC2)OC1=O (centres undefined)	1
O=C1c2ccccc2-c2onc3c(Br)cc(O)c1c23	20
CC(=O)N1CCCn2nc(C(=O)NCC(c3ccc(C)o3)N(C)C)cc2C1 (centres undefined)	-3
Cc1ccoc1C(=O)N1CCC(Oc2ccc(C(=O)NCCN(C)C)cc2Cl)CC1	-6
CCC(C)(C)NC(=O)C(=O)N1CCC2(CC1)CN(C)CCN2C	0
Cc1ccc(-c2nc3ccc(F)cc3n2C(C)C)cc1N	5
CCN(C(=O)c1cc(-c2c(C)nn(C)c2C)n[nH]1)c1nc(C)cs1	-3
Cc1cc(C)cc(NC(=O)CSc2nnc(CCC(=O)O)c(=O)[nH]2)c1	0
Cn1cc(CN2CCCC(CNC(=O)c3ccc(F)cc3)C2)c(-c2ccccc2)n1 (centres undefined)	-7
N#Cc1cc(F)ccc1NC1CCN(S(=O)(=O)C2CC2)CC1	13
O=C(Cn1ncc(Cl)c(Cl)c1=O)N(Cc1ccco1)CC(F)(F)F	-1
COc1ccc(C(=O)N2CCC(OCC3=CCCN(C)C3)CC2)cc1	-10
CCc1cc[n+](CC(=O)Nc2cccc(NC(C)=O)c2)cc1	-13
CC(=O)N1CCc2c(sc(NC(=O)Cc3ccc(C)cc3C)c2C#N)C1	-8
Nn1c(SCC(=O)Nc2ccc(Cl)c(C(F)(F)F)c2)nnc1-c1ccncc1	-4
C=CCn1c(Cl)nc2c1c(=O)n(C)c(=O)n2C	-5
Cn1c(=O)[nH]c(=O)c2c1nc(N1CCN(CCO)CC1)n2CCCc1ccccc1	-16
COC(=O)N[C@@H]1CC2=C(CCCC2)C[C@H]1I	-9
N#Cc1c(-c2ccccc2)nc2c(Cc3cccs3)c(N)nn2c1N	-3
O=C(c1cccc(Br)c1)N1CCCC(OCc2ccc(F)c(F)c2)C1 (centres undefined)	-6
O=c1c(CN2CC[C@@H](c3ccc4c(c3)OCO4)[C@H](O)C2)coc2ccccc12	-3
CCC(C)NC(=O)c1cnc(N2CCN(c3ncccn3)CC2)[nH]c1=O (centres undefined)	-3
COC(=O)c1ccc(C=Nc2cc(C)cc(C)c2O)cc1	0
CC(C)NC(=O)N(Cc1ccc(C(F)(F)F)cc1)c1ccc(CC(=O)NCCN2CCCC2)cc1	-15
CC(C(=O)O)c1ccc(CC2CCCC2=O)cc1 (centres undefined)	10
CC1(C)CC(=O)C2=C(C1)NC(=O)CC2c1ccsc1 (centres undefined)	-8
COC(=O)C(C)C(Sc1cc(NC(C)=O)ccc1N)C(=O)OC (centres undefined)	-5
COc1ccc(-c2ncccc2NC(=O)C(C)C)c2ccc(C)nc12	-31
CCc1ccc(-c2nccn2Cc2cc(C)no2)o1	3
CN1CCN(c2cc(C(=O)NC3(c4ccccc4)CC3)ccn2)CC1	-11
Cc1csc(NC(=O)CSc2nnc(-c3ccccc3F)n2C)n1	-3
CS(=O)(=O)N1CCCc2cc(C(=O)NC3CCCC3)ccc21	-4
CCCS(=O)(=O)NC(=O)C1(C)CCN1C(=O)Cc1ccc(-c2ccccc2)cc1 (centres undefined)	-11
COc1ccc(C#N)cc1NCc1ccc(-n2nc(C)cc2C)cc1	-2
Clc1cccc(Cl)c1NC1=NCCC1	-16
Cc1cccc(CN2CCCC(O)(CN(C)Cc3ccc4nonc4c3)C2=O)c1 (centres undefined)	-35
O=C1CCC(C(=O)N2CCC(N3CCSCC3)CC2)CN1CCc1ccccn1 (centres undefined)	-10&-3
CC(C)N=c1scc(-c2ccc(OC(F)F)cc2)n1N=Cc1cc2c(cc1[N+](=O)[O-])OCO2	-2
COc1ccc(-c2nc(CN3CCC(=O)NCC3C)c(C)o2)c(OC)c1C (centres undefined)	-8
